# MC4R antagonist: human MC4R antagonism in cAMP assay. inhibition, % at 6.5 µM. MC4R-expressing cells, MTII-stimulated cAMP, LANCE TR-FRET. hit rate 0.48% among 360,000;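 active = inhibition above its plate's cutoff, the mean of tested wells on that plate plus 3 SD, cut at about 29% in these data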;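 note: 0% = Melanotan II alone and 100% = Melanotan II plus saturating MCL0020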
# Target sequence (P32245 whole entry, looked up): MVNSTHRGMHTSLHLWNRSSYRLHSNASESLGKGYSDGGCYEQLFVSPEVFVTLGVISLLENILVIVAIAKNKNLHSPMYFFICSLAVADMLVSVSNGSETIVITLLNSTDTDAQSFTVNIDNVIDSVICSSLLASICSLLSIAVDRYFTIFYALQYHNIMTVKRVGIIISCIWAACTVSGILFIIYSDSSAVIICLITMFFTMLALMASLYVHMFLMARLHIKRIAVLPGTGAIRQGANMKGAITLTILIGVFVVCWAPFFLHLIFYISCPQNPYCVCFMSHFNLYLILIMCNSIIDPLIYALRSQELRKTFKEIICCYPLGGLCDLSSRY
#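 Material – human MC4R-expressing U2OS cells · Repeats – no replicates · Detection – TR-FRET with Eu-cAMP and labeled anti-cAMP, 671 nm · Times – compound 30 min, challenge 1 h, detection 1 h · Compound – single nominal compound dose of 6.5 µM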
# LMP1 NFkB inh: Epstein-Barr LMP1 NF-kappaB reporter inhibition. LMP1-induced NF-kappaB luciferase reporter cells, luminescence. inhibition, % at 12.5 µM. hit rate 0.69% among 350,000; in the data active = inhibition above about 41%;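 note: 0% = neutral control wells and 100% = reference inhibitor control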
# ABHD5 PLIN5 PPI: blocks binding of human ABHD5 to perilipin-5; Q00G26+Q8WTS1; Split G. princeps luciferase complementation, luminescence, 4 h; inhibition, % at 4 µM; hit rate 0.78% among 360,000; AID 602281;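 active = inhibition above the mean inhibition across every tested compound plus 3 SD, cut at about 22% in these data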;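 note: 0% = DMSO only wells and the 100% control is not disclosed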
# MC4R ag barr: human MC4R agonism via beta-arrestin; P32245; U2OS MC4R beta-arrestin complementation, luminescence; percent of melanotan II response, DMSO zero; activation, % at 8.9 µM; hit rate 0.98% among 360,000; AID 540308;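 active = activation above a per-plate cutoff, the mean activation of sample wells on that plate plus 3 SD, cut at about 8% in these data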
# NCOA1 inh: inhibits human SRC1 coactivator | Q15788 | HEK293 GAL4-SRC1 luciferase reporter, luminescence | inhibition, % at 3.6 µM | hit rate 0.12% among 360,000;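 active = inhibition above the campaign mean plus 3 SD, with each screening campaign given its own cutoff, cut at about 60% in these data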;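 note: 0% = DMSO treated cells and 100% = gossypol at 36 µM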
# NR2F2 inh: NR2F2 (human) inhibition, primary screen | P24468 | HEK293T NGFI-A luciferase reporter, luminescence | inhibition, % at 8.6 µM | hit rate 0.7% among 370,000 | AID 686940;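 active = inhibition above a per-plate cutoff, mean inhibition of test wells between control levels plus 3 SD, cut at about 38% in these data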;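 note: cells cotransfected with COUP-TFII expression vector driving the NGFI-A reporter; 0% = median of COUP-TF2 test wells and 100% = reporter-only cells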
# Target sequence (P24468 whole entry, looked up): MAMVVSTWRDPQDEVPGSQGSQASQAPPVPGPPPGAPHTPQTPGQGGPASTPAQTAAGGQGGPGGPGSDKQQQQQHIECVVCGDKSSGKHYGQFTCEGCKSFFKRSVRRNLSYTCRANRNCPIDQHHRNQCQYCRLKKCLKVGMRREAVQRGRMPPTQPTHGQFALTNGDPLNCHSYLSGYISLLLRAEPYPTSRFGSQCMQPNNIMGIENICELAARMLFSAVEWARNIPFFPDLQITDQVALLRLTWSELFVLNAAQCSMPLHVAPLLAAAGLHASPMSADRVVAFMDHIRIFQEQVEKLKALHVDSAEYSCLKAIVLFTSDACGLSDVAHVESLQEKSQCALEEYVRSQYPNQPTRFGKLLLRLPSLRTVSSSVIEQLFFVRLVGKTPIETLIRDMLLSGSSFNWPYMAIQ
# NOD2-RIPK2 inh: inhibitors of human NOD2-RIPK2 interaction. CHO BLA complementation NOD2-RIPK2, CCF4 ratio. inhibition, % at 4.98 µM. hit rate 0.38% among 360,000. AID 624267; in the data active = inhibition above about 21%;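 note: 0% = vehicle only and 100% = reference blocker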
# TLR9-MyD88 inh: TLR9-MyD88 interaction inhibition; CHO BLA complementation TLR9-MyD88, CCF4 FRET ratio; inhibition, % at 4.98 µM; hit rate 0.21% among 340,000;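 active = inhibition above the mean over all tested compounds plus 3 SD, cut at about 21% in these data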;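 note: 0% = DMSO only wells and 100% = clavulanate BLA inhibitor control wells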
# NR5A2 inv ag: NR5A2 inverse agonism in reporter assay; hit rate 0.13% among 360,000; HEK293T StAR-luciferase reporter, LRH-1 transfected, 24 h; O00482; inhibition, % at 3.6 µM;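 active = inhibition above the mean inhibition of all tested compounds plus 3 SD, cut at about 73% in these data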;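 note: 0% = DMSO wells and 100% = reporter-only cells lacking LRH-1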
# SRC3 inh: human NCOA3 inhibition. Q9Y6Q9. HEK293 GAL4-SRC3 luciferase reporter, luminescence. inhibition, % at 3.6 µM. hit rate 0.17% among 360,000;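 active = inhibition above a per-campaign cutoff, the mean of all compounds plus 3 SD, cut at about 60% in these data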;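 note: 0% = DMSO-treated cells and 100% = gossypol-treated cells at 36 µM; higher means less SRC3-driven luciferase light from the GAL4 reporter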
# NCOA2 inhibitor: human SRC2 (NCOA2) inhibition | inhibition, % at 9 µM | hit rate 0.17% among 370,000 | Q15596 | HEK293 GAL4-SRC2 luciferase reporter, luminescence;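 active = inhibition above the mean inhibition of all tested compounds plus 3 SD, set per campaign, cut at about 52% in these data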;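 note: 0% = DMSO treated cells and 100% = cells given Gossypol at 36 µM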
# * marks the source's active call; other numbers are inactive results; / = not tested or not shown.
SMILES,MC4R antagonist,LMP1 NFkB inh,ABHD5 PLIN5 PPI,MC4R ag barr,NCOA1 inh,NR2F2 inh,NOD2-RIPK2 inh,TLR9-MyD88 inh,NR5A2 inv ag,SRC3 inh,NCOA2 inhibitor
O=C(NC(=S)NCCC1=CCCCC1)c1cccnc1,10,-6,-2,1.7,-10,-11,4,-8,2,-11,-4
Cc1c(Cl)c([N+](=O)[O-])nn1CC(=O)NC1CCCCC1,1,-7,3,0.1,-49,-3,-2,6,-3,1,-23
O=C(OCc1cn(Cc2ccccc2)nn1)c1ccccc1,1,-1,-6,-0.6,4,-6,4,-9,13,4,-1
CNC(=O)c1cc(S(=O)(=O)Nc2ccc3c(c2)OCCO3)ccc1C,7,17,-6,-1.2,1,14,3,-3,19,2,6
C=CCN1C=C2C(=O)C(C)(OC(=O)c3ccc(OC)cc3)C(=O)C(c3ccco3)=C2C=C1CCCC (configuration not stated),9,6,5,1.6,8,1,-8,8,-4,1,-18
COc1ccc(OC)c(S(=O)(=O)Nc2ccc3c(c2)OCCO3)c1,7,27,0,-1.7,20,4,10,-3,2,31,41
Cc1onc(-c2ccccc2Cl)c1C(=O)NNC(=O)c1ccc(F)cc1,1,1,-13,1.1,-11,-17,-4,-19,4,-20,-15
Brc1ccc2nc(-c3ccccc3)c(Cc3ccsc3)n2c1,/,/,-10,/,-136,-32,-6,/,-120,-63,-29
C=CCn1c2ccccc2c2nn(C)c(=S)nc21,-8,-1,-1,1.6,-9,-10,2,3,-7,10,6
O=C1C2CCCCN2C(=O)N1CCCN1CCN(c2ccc(F)cc2)CC1 (configuration not stated),-2,4,5,-1.3,-38,/,-5,-15,-17,-1,/
CCc1ccc(NC(=O)Nc2c(C)n(C)n(-c3ccccc3)c2=O)cc1,25,-9,-3,-2.6,-66,-2,4,1,17,4,-3
Cc1ccc(C(=O)Nc2ccc(Cl)cn2)cc1,2,28,5,2.0,-80,-66,9,-2,-138,-73,-35
COc1ccc(CNC(=O)c2ccc(Cl)c(NC3=NC4CS(=O)(=O)CC4S3)c2)cc1 (configuration not stated),3,-5,1,-1.6,-1,9,-7,4,1,9,-7
COC(=O)CCN(C1CCCCC1)S(=O)(=O)c1ccc(S(=O)(=O)N2CCCCC2)cc1,-14,1,-12,1.2,-6,-2,-8,-1,-9,-15,-19
Cc1ccccc1C(=O)N1CCC(C(=O)Nc2sccc2C(N)=O)CC1,5,-4,-8,-1.1,-29,10,2,-3,13,-9,-8
CC(=O)Oc1cccc(C(=O)Nc2ccc3c(c2)C(=O)N(CC2CCCO2)C3=O)c1 (configuration not stated),-3,1,3,-1.7,-23,19,-4,-2,-13,-2,5
Cc1cc(N2CCCC2)nc(-c2ccccc2O)n1,0,-13,-3,4.9,-13,-11,-10,-2,-10,-13,-27
Oc1ccccc1N1CCN(c2ncnc3scc(-c4ccc(F)cc4)c23)CC1,10,6,-2,0.9,0,10,-4,-5,-9,1,15
CC(C)[C@H](NC(=O)N1CCn2c1nc1ccccc12)C(=O)NC1CC1,-1,-13,3,-0.3,-10,5,-7,-4,2,0,-24
O=C(Nc1cccc2cccnc12)c1cccc2ccccc12,3,-3,-6,1.1,-8,1,-1,2,6,-2,28
Cc1cccc(-c2oc(C)c(C)[n+]2[O-])c1,0,-4,2,-1.0,3,-6,-1,0,-3,10,-5
CSc1nc(N2CCN(c3ccccc3)CC2)cc(N2CCN(c3ccccc3)CC2)n1,3,16,-3,-1.3,-1,-5,-19,-3,1,-9,-8
O=S1(=O)CC(N2CCCCC2)CN1Cc1ccccc1 (configuration not stated),/,/,-11,/,9,-7,-14,/,3,-2,-4
Clc1cccc(Cl)c1CNC1CCCC1,10,6,1,-1.0,4,-21,-5,0,-22,-31,-13
COc1ccc(/C(C)=N\NS(C)(=O)=O)c(OC)c1,13,9,1,0.2,11,-3,4,11,4,5,-16
CCOC(=O)CN1CC23C=CC(O2)C(C(=O)NCc2ccc(C)cc2)C3C1=O (configuration not stated),8,4,5,-1.4,8,-15,5,1,-18,-25,13
CCOc1ccc(NC(=S)N2CCC(NC(=O)C3CCCCC3)CC2)cc1,3,2,2,-0.8,-11,3,5,0,16,4,3
COc1ccc(-n2nnc3c(=O)n(CC(=O)N4CCC(Cc5ccccc5)CC4)cnc32)cc1,8,0,5,3.1,16,-9,-7,-9,19,16,9
O=C(NCC(c1cccs1)N1CCOCC1)c1ccccc1NS(=O)(=O)c1ccc(Cl)c([N+](=O)[O-])c1 (configuration not stated),29*,14,-6,0.1,-18,1,0,-6,-7,4,-4
Cc1cc2c(cc1S(=O)(=O)NCc1ccccc1)OCC(=O)N2,16,0,1,-0.3,-30,-15,-5,7,-17,-17,-16
CC1CCCN(C(=O)COC(=O)C2CCN(S(=O)(=O)c3ccc4c(c3)OCCO4)CC2)C1 (configuration not stated),-12,-1,-7,-1.0,2,-3,1,1,5,2,5
CCOc1ccc(NCC(=O)c2ccc(C)cc2)cc1,0,-8,5,-1.2,-1,10,-1,0,-5,-8,-2
O=c1c(F)cn(C2CCCO2)c(=O)n1Cc1c(F)cccc1Cl (configuration not stated),10,-1,1,-1.8,11,-4,-4,0,-1,22,21
O=C(COC(=O)Cn1cnc2ccccc21)Nc1cc2c(cc1Cl)C(=O)c1ccccc1C2=O,21,-26,-4,-0.9,-70,-28,-1,0,-63,-74,-57
CC(C)c1ccc(C2NC(=S)NC3=C2C(=O)CC(C)(C)C3)cc1 (configuration not stated),-2,6,-6,-0.9,3,2,4,-11,-9,16,-9
CC(=O)Nc1ccc(NC(=O)CSC2=NS(=O)(=O)c3cc(F)ccc3N2)cc1,-7,3,9,-1.2,-41,9,-7,6,8,14,-43
COc1ccc(-c2noc(CCCc3ccccc3)n2)cc1OC,-1,-4,-13,-0.2,3,-2,-25,-1,7,-14,-5
CCOC(=O)CC(=O)CSc1ncnc2c1nnn2-c1ccccc1,-3,-2,-3,1.2,-10,1,-4,8,-8,17,-11
Cc1ccc2sc(N(CCN(C)C)C(=O)c3ccc4ccccc4c3)nc2c1C,5,5,6,-1.4,5,-2,4,6,14,11,20
COc1cc(/C=N/N2C(=O)c3ccccc3C2=O)ccc1O,-2,7,0,-2.2,-17,-15,-4,4,7,18,13

# Shown bar-delimited: part of the list above.
SMILES | MC4R antagonist | LMP1 NFkB inh | ABHD5 PLIN5 PPI | MC4R ag barr | NCOA1 inh | NR2F2 inh | NOD2-RIPK2 inh | TLR9-MyD88 inh | NR5A2 inv ag | SRC3 inh | NCOA2 inhibitor
O=C(NCC(c1cccs1)N1CCOCC1)c1ccccc1NS(=O)(=O)c1ccc(Cl)c([N+](=O)[O-])c1 (configuration not stated) | 29* | 14 | -6 | 0.1 | -18 | 1 | 0 | -6 | -7 | 4 | -4
Cc1cc2c(cc1S(=O)(=O)NCc1ccccc1)OCC(=O)N2 | 16 | 0 | 1 | -0.3 | -30 | -15 | -5 | 7 | -17 | -17 | -16
CC1CCCN(C(=O)COC(=O)C2CCN(S(=O)(=O)c3ccc4c(c3)OCCO4)CC2)C1 (configuration not stated) | -12 | -1 | -7 | -1.0 | 2 | -3 | 1 | 1 | 5 | 2 | 5
CCOc1ccc(NCC(=O)c2ccc(C)cc2)cc1 | 0 | -8 | 5 | -1.2 | -1 | 10 | -1 | 0 | -5 | -8 | -2
O=c1c(F)cn(C2CCCO2)c(=O)n1Cc1c(F)cccc1Cl (configuration not stated) | 10 | -1 | 1 | -1.8 | 11 | -4 | -4 | 0 | -1 | 22 | 21
O=C(COC(=O)Cn1cnc2ccccc21)Nc1cc2c(cc1Cl)C(=O)c1ccccc1C2=O | 21 | -26 | -4 | -0.9 | -70 | -28 | -1 | 0 | -63 | -74 | -57
CC(C)c1ccc(C2NC(=S)NC3=C2C(=O)CC(C)(C)C3)cc1 (configuration not stated) | -2 | 6 | -6 | -0.9 | 3 | 2 | 4 | -11 | -9 | 16 | -9
CC(=O)Nc1ccc(NC(=O)CSC2=NS(=O)(=O)c3cc(F)ccc3N2)cc1 | -7 | 3 | 9 | -1.2 | -41 | 9 | -7 | 6 | 8 | 14 | -43
COc1ccc(-c2noc(CCCc3ccccc3)n2)cc1OC | -1 | -4 | -13 | -0.2 | 3 | -2 | -25 | -1 | 7 | -14 | -5
CCOC(=O)CC(=O)CSc1ncnc2c1nnn2-c1ccccc1 | -3 | -2 | -3 | 1.2 | -10 | 1 | -4 | 8 | -8 | 17 | -11
Cc1ccc2sc(N(CCN(C)C)C(=O)c3ccc4ccccc4c3)nc2c1C | 5 | 5 | 6 | -1.4 | 5 | -2 | 4 | 6 | 14 | 11 | 20

# Source: PubChem BioAssay (several laboratories)

# A portion of the library (hit frequency here may not be typical).
